Bioassay records from PubChem.
hERG protect: shields human hERG channel from block by proarrhythmic agents; CHO-hERG, FluxOR thallium flux, dofetilide IC70 present; Q12809; activation (rescue from dofetilide block), less the hit threshold, % at 10 µM; hit rate 0.51% among 310,000;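 active means activation above the mean of controls blocked by dofetilide plus 5 SD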;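 further: thallium influx through hERG after potassium depolarization seen as dye fluorescence rise; in these data hits start at about 4.7%; inactives centre near -7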
TMEM16A inh: blocks the mouse calcium-activated chloride channel TMEM16A; HEK293 TMEM16A/YFP iodide influx fluorescence, ionomycin; Q8BHY3; normalized B-score (activity score, 25-100; higher = stronger inhibition) at 10 µM; hit rate 1.2% among 310,000;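 active means ratio plate-corrected score three or more library SD toward inhibition, starting fluorescence score within five deviations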;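 further: score derived from kinetic fluorescence span divided by baseline fluorescence per well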
KCNK3 inh: human KCNK3 channel inhibition, primary screen | CHO-KCNK3 thallium flux, FluxOR fluorescence; stronger effect = lower value | hit rate 0.84% among 340,000 | B-score at 10 µM | AID 602410;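 active means B-score under library mean minus 4 SD, starting fluorescence ratio at most library mean plus 5 SD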;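 further: more negative B-score means stronger inhibition of thallium flux through KCNK3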
RGS4 act: RGS4 potentiation or activation; HEK293 M3R/inducible RGS4, carbachol calcium flux Fluo4; stronger effect = lower value; B-score at 10 µM; hit rate 0.92% among 310,000; AID 463111;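 active means B-score of the integrated calcium signal more than 4 SD below the library mean, with starting fluorescence not abnormally high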;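 further: negative B-score means reduced calcium response which marks RGS4 activation or potentiation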
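Test system: HEK293 cells with stable M3R and inducible RGS4; also added: carbachol at ECmax as muscarinic agonist stimulus; schedule: dye loading 30 min 37 °C, buffer rest 30 min RT; technique: kinetic calcium fluorescence imaging with Fluo4-AM dye, 2 µM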
KCNQ1 block: human KCNQ1 channel inhibition. CHO-K1 KCNQ1, FluxOR thallium flux fluorescence; stronger effect = higher value. B-score at 10 µM. P51787. hit rate 1.3% among 310,000;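 active means compounds whose thallium flux B-score, printed positive for inhibition, exceeds three library SD while starting fluorescence stays within three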;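 further: channel opened by potassium depolarization with thallium stimulus after 20 min compound exposure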
RGS4 block: inhibitors of human RGS4; AID 463165; HEK293 M3R/RGS4 inducible, Fluo-4 calcium flux; stronger effect = higher value; triggered by carbachol at its EC20; P49798; B-score at 10 µM; hit rate 0.45% among 310,000;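 active means B-score, a plate-corrected calcium signal, over three deviations above library mean, with baseline fluorescence within five deviations of library mean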;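 further: RGS4 expression induced by doxycycline in cells with stable M3 receptor; B-score is computed from the integrated fluorescence ratio over baseline after carbachol; higher B-score means a larger calcium signal and so more RGS4 inhibition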
Target sequence (P49798 whole entry, looked up): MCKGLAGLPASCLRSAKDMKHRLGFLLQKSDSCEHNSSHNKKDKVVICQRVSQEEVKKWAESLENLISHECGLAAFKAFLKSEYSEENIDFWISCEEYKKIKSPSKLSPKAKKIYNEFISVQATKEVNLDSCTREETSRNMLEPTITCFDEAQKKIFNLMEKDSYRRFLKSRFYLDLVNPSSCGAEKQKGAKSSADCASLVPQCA
MrgX1 agonist: activates human MrgX1 receptor signaling; MrgX1-HEK293 cells, Fluo-4 calcium fluorescence, agonist mode; stronger effect = higher value; B-score at 10 µM; hit rate 0.44% among 310,000; AID 588627;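 active means calcium response B-score plate-corrected fluorescence ratio at least 3 library SD, with starting fluorescence B-score inside 5 SD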
Target sequence (Q96LB2 whole entry, looked up): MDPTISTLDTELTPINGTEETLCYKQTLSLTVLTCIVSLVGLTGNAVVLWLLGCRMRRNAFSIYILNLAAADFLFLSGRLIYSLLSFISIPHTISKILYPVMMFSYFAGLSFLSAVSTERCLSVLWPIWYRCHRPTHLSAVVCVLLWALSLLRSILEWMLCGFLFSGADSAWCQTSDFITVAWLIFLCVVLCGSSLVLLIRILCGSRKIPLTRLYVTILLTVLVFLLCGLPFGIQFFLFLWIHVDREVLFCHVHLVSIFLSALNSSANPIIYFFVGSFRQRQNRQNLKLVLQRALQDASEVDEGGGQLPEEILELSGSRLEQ
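System: HEK293 cells stably expressing human MrgX1 receptor; Dosing: test compound in the initial addition of three; Schedule: overnight plating, then 30 min 37 °C plus 30 min room-temperature dye loading; Detection: kinetic calcium dye fluorescence, Fluo-4 NW; Controls: per-plate positive and negative controls for Z′ factor.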
ANO1 activ: activates or potentiates the mouse TMEM16A chloride channel. AID 623877. hit rate 0.3% among 340,000. Q8BHY3. B-score at 10 µM. HEK293 TMEM16A/YFP-H148Q/I152L, iodide quench fluorescence; stronger effect = lower value;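 active means fluorescence-ratio B-score plate-corrected deviation score at least 3 library SD below zero, with starting fluorescence score within 5 deviations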;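 further: channel opened by trigger with iodide after compound preincubation; score built on the fluorescence ratio of max minus min over baseline; more negative score means more quench and so TMEM16A activation or potentiation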
MrgX1 PAM: allosterically activates human MrgX1 receptor signaling; Q96LB2; MrgX1-HEK293, Fluo-4 calcium flux, FDSS; stronger effect = higher value; B-score at 10 µM; hit rate 0.63% among 310,000; AID 588675;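 active means plate-corrected calcium response at least 3 library SD above typical, normal starting fluorescence, not activating the receptor alone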;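 further: compound read alongside a low EC10 to EC30 dose of BAM8-22 agonist; peak minus trough fluorescence over baseline measured at the second addition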
KCNQ1 act: potentiators or activators of human KCNQ1 potassium channel | P51787 | CHO-K1 KCNQ1, thallium flux FluxOR fluorescence; stronger effect = higher value | B-score at 10 µM | hit rate 0.35% among 310,000 | AID 2648;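 active means fluorescence ratio B-score, a plate-corrected score, at least three library SD, with initial intensity B-score within 5 SD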
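assay system = KCNQ1-transfected CHO-K1 cells | medium = assay buffer with matched DMSO | probe or stimulus = depolarizing K+/Tl+ stimulus, K2SO4 and Tl2SO4 each 12.5 mM in 5x stock | dosing = single dose | incubation = dye 90 min, compound 20 min, room temperature | detection = kinetic FluxOR fluorescence, 10 s baseline plus 110 s post-stimulus | evaluation = ratio B score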
KCNK9 inh: human KCNK9 channel inhibition | B-score at 10 µM | hit rate 1.2% among 310,000 | HEK293 KCNK9, FluxOR thallium flux fluorescence; stronger effect = lower value | Q9NPC2;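 active means ratio B-score over 3 SD below the library mean, with starting fluorescence within 5 SD of its mean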;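 further: negative B-score means less thallium flux so channel inhibition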
Target sequence (Q9NPC2 whole entry, looked up): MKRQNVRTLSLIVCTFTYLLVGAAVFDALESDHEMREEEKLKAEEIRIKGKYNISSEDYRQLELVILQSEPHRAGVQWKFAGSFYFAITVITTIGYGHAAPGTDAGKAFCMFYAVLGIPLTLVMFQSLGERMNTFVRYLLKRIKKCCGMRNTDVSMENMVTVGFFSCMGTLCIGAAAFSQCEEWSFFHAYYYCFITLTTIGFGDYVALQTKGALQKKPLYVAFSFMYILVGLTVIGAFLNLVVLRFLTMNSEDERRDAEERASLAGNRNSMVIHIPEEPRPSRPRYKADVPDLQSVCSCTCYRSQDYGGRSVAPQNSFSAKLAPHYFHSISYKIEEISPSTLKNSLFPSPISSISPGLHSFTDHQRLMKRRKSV
* hit, by the source's call; i = inactive; / = not tested or not shown.

SMILES	hERG protect	TMEM16A inh	KCNK3 inh	RGS4 act	KCNQ1 block	RGS4 block	MrgX1 agonist	ANO1 activ	MrgX1 PAM	KCNQ1 act	KCNK9 inh
N#C/C(=C\c1ccccc1O)C(=O)Nc1cccnc1	-13.9	i	i	i	i	i	i	i	i	i	i
CC(C)N1C(=O)S/C(=C/c2ccc3c(c2)n(C)c(=O)n3C)C1=O	-5.9	i	i	i	i	i	i	i	i	i	i
Cc1c(NC(=O)CSc2nnnn2C)c(=O)n(-c2ccccc2)n1C	-13.0	i	i	i	i	i	i	i	i	i	i
Cc1cc(S(=O)(=O)N2CCCC2)ccc1OCC(=O)Nc1ccccc1	-4.4	i	i	i	i	i	i	i	i	i	i
Cc1cc(-c2nnc3n2N=C(c2ccccc2Br)CS3)n[nH]1	-9.1	i	i	i	i	i	i	i	i	i	i
CCN(CC(=O)Nc1ccccc1-c1ccccc1)Cc1nc2ccccc2c(=O)[nH]1	-7.9	i	i	i	i	i	i	i	i	i	i
CC1CCc2sc(C(=O)NN=C3CCC(c4ccccc4)CC3)cc2C1 (centres undefined)	-5.4	i	i	i	i	i	i	i	i	i	i
CCOC(=O)N1CCN(C(=O)c2cc(S(=O)(=O)N3CCc4ccccc43)ccc2OC)CC1	-7.3	i	i	i	i	i	i	i	i	i	i
C=CCNc1nc(NCc2ccco2)nc(OCC)n1	-8.8	i	i	i	i	i	i	i	i	i	i
COc1ccc(N2CCN(Cc3cc(=O)oc4cc5c(cc34)CCCC5)CC2)cc1	-5.6	i	i	i	i	i	i	i	i	i	i
O=C(c1ccc(N2CCOCC2)cc1)N1CCCC(Nc2ccccc2)C1 (centres undefined)	-5.3	i	i	i	i	i	i	i	i	i	i
O=C1N[C@@H](Cc2ccccc2)C(=O)N2[C@@H]3N(S(=O)(=O)c4ccc(F)cc4)c4ccccc4[C@]3(Br)C[C@@H]12	-3.2	i	i	i	i	i	i	i	i	i	i
OC(CNCC1CCCCC1)COc1ccccc1 (centres undefined)	-11.7	i	i	i	i	i	i	i	i	i	i
CCOC(=O)c1c(NC(=O)c2cccs2)sc2c1CC(C)(C)OC2	-9.9	i	i	i	i	i	i	i	i	i	i
CC(C)Oc1ccc(Oc2ccc(C(F)(F)F)cn2)cc1	-3.7	i	i	i	i	i	i	i	i	i	i
COc1cccc(CNC(=O)c2cc3oc4ccccc4c3n2C)c1OC	-6.0	i	i	i	i	i	i	i	i	i	i
O=C(OCn1nnc2ccccc2c1=O)c1cn(-c2ccccc2)nc1-c1cccnc1	-5.7	i	i	i	i	i	i	i	i	i	i
Cc1cccc2nc(Cn3c(=O)n(CCCC(=O)NCc4ccco4)c(=O)c4ccccc43)cc(=O)n12	-10.2	i	i	i	i	i	i	i	i	i	i
CC1CC(C)CN(C(=O)Cn2c(=O)oc3cc(S(=O)(=O)N4CCCC4)ccc32)C1 (centres undefined)	-0.9	i	i	i	i	i	i	i	i	i	i
CCOc1ccc(NC(=O)C2(c3ccc(OC)c(OC)c3)CCCC2)cc1	-8.6	i	i	i	i	i	i	i	i	i	i
O=C(Cc1ccc(-n2c(=O)c3ccccc3n(Cc3ccccc3Cl)c2=O)cc1)NCC1CCCO1 (centres undefined)	-6.0	i	i	i	i	i	i	i	i	i	i
CCn1c(SCC(=O)c2ccc3ccccc3c2)nnc1-c1ccco1	-6.3	i	i	i	i	i	i	i	i	i	i
COc1ccc(NC(=O)c2oc3ccccc3c2CSC)cn1	-12.1	/	i	i	i	i	/	i	/	i	i
O=C(O)CN1C(=O)/C(=C\c2cccc(OCc3ccc(Cl)cc3Cl)c2)SC1=S	-1.5	i	i	i	i	i	i	i	i	i	i
CC(=O)Nc1nc2c(C)c(Cl)ccc2s1	-8.0	i	i	i	i	i	i	i	i	i	i

Other results follow:
SMILES	hERG protect	TMEM16A inh	KCNK3 inh	RGS4 act	KCNQ1 block	RGS4 block	MrgX1 agonist	ANO1 activ	MrgX1 PAM	KCNQ1 act	KCNK9 inh
Cc1ccc2c(c1)N(CC(=O)NCc1cccs1)C(=O)C(C)O2 (centres undefined)	-6.8	i	i	i	i	i	i	i	i	i	i
CC1CC(=O)C2=C(C1)Nc1ccccc1SC2c1ccc(F)cc1 (centres undefined)	-7.6	i	i	i	i	i	i	i	i	i	i
Cc1cccc(-c2cc(=O)c(C(=O)O)cn2-c2ccc(F)cc2F)c1	-6.1	i	i	i	i	i	i	i	i	i	i
FC(F)(F)c1ccc(-n2cn[nH]c2=S)cc1	-10.5	i	i	i	i	i	i	i	i	i	i
COc1ccccc1N1CCN(C(=O)c2cc(C(=O)N3CCN(c4ccccc4OC)CC3)cc([N+](=O)[O-])c2)CC1	-6.3	i	i	i	i	i	i	i	i	i	i
O=C(c1ccc2c(Cl)c3c(nc2c1)CCCC3)N1CCC(N2CCCCC2)CC1	-11.5	i	i	i	i	i	i	i	i	i	i
CCOC(=O)C1CCCN(C(=O)Cc2ccc(OC)c(OC)c2)C1 (centres undefined)	-7.7	i	i	i	i	i	i	i	i	i	i
O=C(O)CCSc1ccc([N+](=O)[O-])cc1[N+](=O)[O-]	-6.2	i	i	i	i	i	i	i	i	i	i
O=C(Nc1ccon1)c1ccc(F)c(S(=O)(=O)N2CCCCC2)c1	-7.4	i	i	i	i	i	i	i	i	i	i
COc1ccc(NS(=O)(=O)c2ccc(C)c(NC(=O)c3ccc(C)c(S(=O)(=O)N4CCOCC4)c3)c2)cc1	-8.1	i	i	i	i	i	i	i	i	i	i
COc1ccc(C)cc1NC(=O)CSc1nnc2ccc(-c3ccncc3)nn12	-15.8	i	i	i	i	i	i	i	i	i	i
NC(=O)CSc1nnc(-c2ccc(S(=O)(=O)N3CCCC3)cc2)o1	-9.7	i	i	i	i	i	i	i	i	i	i
CCOC(=O)c1c(-c2ccc(C)o2)csc1NC(=S)NC(=O)c1cccs1	-0.8	i	i	i	i	i	i	i	i	i	i
O=C1CCCCN1CC(=O)N1CCCC(N2CCN(c3ccccc3F)CC2)C1 (centres undefined)	-4.3	i	i	i	i	i	i	i	i	i	i
O=C(Nc1ncccn1)c1cccc(F)c1	-2.7	i	i	i	i	i	i	i	i	i	i
Cc1nn(-c2ccccc2)c(N2CCCC2)c1/C=C1\N=C(c2ccc(OC(C)C)cc2)OC1=O	-9.1	i	i	i	i	i	i	i	i	i	i
Cc1ccc(S(=O)(=O)CCc2nnc(N)s2)cc1C	1.9	i	i	i	i	i	i	i	i	i	i
CCn1c(=S)sc2c(=O)n(CC(=O)NC(C)CCc3ccccc3)c(C)nc21 (centres undefined)	-0.6	i	i	i	i	i	i	i	i	i	i
COC(=O)[C@H](Cc1ccccc1)NC(=O)O[C@@H]1C(=O)c2cc(Br)ccc2O[C@H]1c1cccc(OC)c1	-8.8	i	/	i	i	i	i	/	i	i	i
Cc1ccc2c(c1)N(CC(=O)NCCCN1C(C)CCCC1C)C(=O)c1cccnc1O2 (centres undefined)	-4.5	i	i	i	i	i	i	i	i	i	i
Cc1ccc(NC(C(N)=O)c2c(C)[nH]c(=O)[nH]c2=O)cc1 (centres undefined)	-6.7	i	i	i	i	i	i	i	i	i	i
COc1ccccc1NC(=S)N1CCN(c2ccccc2F)CC1	-6.8	i	i	i	i	i	i	i	i	i	i
Cc1ccc(C)c(NC(=O)c2cc3ccccn3n2)c1	-7.7	i	i	i	i	i	i	i	i	i	i
Cc1ccc(COc2ccc(C)nc2[N+](=O)[O-])cc1	-5.8	i	i	i	i	i	i	i	i	i	i
O=C(NCC(=O)N(c1cccc(F)c1)C(C(=O)NC1CCCC1)c1cccnc1)c1ccco1 (centres undefined)	-3.0	i	i	i	i	i	i	i	i	i	i

The list goes on:
SMILES	hERG protect	TMEM16A inh	KCNK3 inh	RGS4 act	KCNQ1 block	RGS4 block	MrgX1 agonist	ANO1 activ	MrgX1 PAM	KCNQ1 act	KCNK9 inh
CCOC(=O)CN(C(=O)CCC(=O)Nc1cc(C)on1)C(C(=O)NC1CCCC1)c1cccnc1 (centres undefined)	-4.9	i	i	i	i	i	i	i	i	i	i
COc1ccc(-c2cn(CCC(=O)NCc3ccc(C)cc3)c(CCN)n2)cc1	-3.7	i	i	i	i	i	i	i	i	i	i
N#CC1=C(N)OC2=C(CC/C2=C\c2ccccc2)C1c1ccccc1 (centres undefined)	-40.2	i	i	i	i	i	140*	i	i	i	i
CCn1cc(C=O)c2cc(S(=O)(=O)N3CCOCC3)ccc21	-9.0	i	i	i	i	i	i	i	i	i	i
COc1ccc(C2(CNC(C)=O)CCOCC2)cc1OC	-11.4	i	i	i	i	i	i	i	i	i	i
O=C(NC1CC1)C1=C[C@H](c2c[nH]c3ccccc23)C[C@H](OCc2ccc(CO)cc2)O1	-4.9	i	i	i	i	i	i	i	i	i	i
O=C(NCC1CCCO1)c1ccc(NC(=O)c2cccc(Br)c2)cc1 (centres undefined)	-2.2	i	i	i	i	i	i	i	i	i	i
Cc1nnc2sc(SCc3cccc(Cl)c3)nn2c1=O	-5.7	i	i	i	i	i	i	i	i	i	i
CSc1ccccc1OCc1cc(C(=O)N(C)C(C)c2nc(C)cs2)no1 (centres undefined)	-11.0	i	i	i	i	i	i	i	i	i	i
CCCCn1c(=O)[nH]c(=O)c2c1nc(-c1ccc(C(F)(F)F)cc1)n2C	-13.6	i	i	i	i	i	i	i	i	i	i
Cc1cc(NC(=O)c2cccc(C(=O)Nc3cc(C)on3)n2)no1	-9.8	i	i	i	i	i	i	i	i	i	i
Cc1ccc2cc(C)c3nnc(SCC(=O)c4cccs4)n3c2c1C	-8.1	i	i	i	i	i	i	i	i	i	i
CCN1C(=O)CC(NNC(=O)c2ccccc2)C1=O (centres undefined)	-6.2	i	i	i	i	i	i	i	i	i	i
Nc1c(C(=O)NCCc2ccccc2)sc2nc(N3CCOCC3)c3c(c12)CCCC3	-19.2	i	i	i	i	i	i	i	i	i	i
Cc1cc(Br)c(NC(=O)CN2CCCC2)c(Br)c1	-7.8	/	i	i	i	i	/	i	/	i	i
